Compound activity (PubChem)
4-MU autofl: compounds fluorescent in 4-MU spectral region | 59,000 compounds, 11% hits | max dye-equivalent concentration, M | compound autofluorescence, 340/450 nm, 4-MU equivalents; stronger effect = higher value; in the data active = max dye-equivalent concentration above about 10 nM; inconclusive = mostly about 1.1 nM to 9.6 nM
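Intrinsic fluorescence at 340/450 nm (ex/em) was read after 15 min at room temperature in pH 8.0, 100 mM Tris. Each compound concentration expressed as 4-MU-equivalent concentration from a six-point 4-MU standard series on each plate.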
TexasRed autofl: compounds fluorescent in Texas Red spectral region | Compound fluorescence, Texas Red channel, 547/618 nm; stronger effect = higher value | max dye-equivalent concentration, M | 59,000 compounds, 0.06% hits; in the data active = max dye-equivalent concentration above about 10 nM; inconclusive = between about 1.1 nM and that limit
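Fluorescence at ex 547/em 618 nm, normalized against an on-plate Texas Red standard series to give dye-equivalent concentration per compound concentration. Buffer 100 mM Tris, pH 8.0; 15 min RT incubation before CCD imaging.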
GFP derepression: epigenetic GFP locus derepression in mouse cells; mouse C127i GFP locus derepression, cytometry, 30 h; Potency, µM (highest dose often 46.1 µM), for the others: at the top dose GFP derepression (activation); 68,000 compounds, 0.09% hits; note: % of control where 0% means no effect
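Murine C127i mammary cells carrying a silenced, stably integrated CMV-driven GFP reporter were treated with compound for 30 hours at 37 C. After PBS washes, GFP-positive cells were counted by laser-scanning microplate cytometry.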
HBB splice mod: hemoglobin beta splicing modulation; Potency, µM (top dose mostly 46.1 µM), for the others: top-dose activation, most hits filed as activators; HBB splicing reporter cell assay, activation; EGFP reporter with mutant IVS2-654 intron; response scale: normalised to 500 nM splice-correcting PNA; 65,000 compounds, 0.06% hits; AID 925; note: potency is the fitted concentration of half-maximal effect; 0% is about no effect
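HeLa cells stably expressing EGFP interrupted by mutant beta-globin intron 2 (IVS2-654), 500/well in 2% FCS. Treated with compound for 2 days at 37C. Splicing correction scored as total well GFP intensity (488 nm excitation, 500-520 nm emission); 500 nM antisense PNA served as control.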
Luciferase inh: blocks Photinus pyralis firefly luciferase activity | 72,000 compounds, 2.2% hits | purified firefly luciferase, luminescence, 8 min | P08659 | Potency, µM (highest dose often 57.1 µM), without a hit: top-dose activity change, negative = inhibition, most hits filed as inhibitors; note: potency is the fitted concentration of half-maximal effect; % is set by controls: 0 for no effect and ±100 for the full control effect; nearly all actives have a fitted effect of over 40% in size
Target sequence (P08659 whole entry, looked up): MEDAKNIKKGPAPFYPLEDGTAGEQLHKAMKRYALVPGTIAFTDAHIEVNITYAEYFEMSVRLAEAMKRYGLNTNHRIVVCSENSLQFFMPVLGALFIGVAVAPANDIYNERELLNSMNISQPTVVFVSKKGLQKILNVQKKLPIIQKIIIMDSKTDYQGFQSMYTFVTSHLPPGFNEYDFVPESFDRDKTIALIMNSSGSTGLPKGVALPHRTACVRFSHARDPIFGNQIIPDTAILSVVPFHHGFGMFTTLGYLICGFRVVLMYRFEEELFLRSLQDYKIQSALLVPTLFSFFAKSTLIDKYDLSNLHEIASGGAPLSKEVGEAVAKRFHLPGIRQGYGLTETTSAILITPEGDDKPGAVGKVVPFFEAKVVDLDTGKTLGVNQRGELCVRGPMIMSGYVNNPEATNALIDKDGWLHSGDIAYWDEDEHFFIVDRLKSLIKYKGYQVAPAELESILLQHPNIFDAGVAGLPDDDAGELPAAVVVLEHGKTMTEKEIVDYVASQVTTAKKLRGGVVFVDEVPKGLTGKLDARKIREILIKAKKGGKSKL
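Here, luciferase activity is measured as luminescence following an 8 min room-temperature reaction at 10 uM ATP, pH 7.2. Every library sample is titrated.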
A350 fluor: compounds fluorescent in Alexa 350 spectral region. Compound autofluorescence, 340/450 nm, Alexa 350 dye-equivalents; stronger effect = higher value. max dye-equivalent concentration, M. 59,000 compounds, 11% hits; in the data active = max dye-equivalent concentration above about 10 nM; inconclusive = mostly about 1.1 nM to 9.6 nM
UbGFP stabilizer: ubiquitin-GFP accumulation via proteasome inhibition. Ubiquitin-GFP reporter cells, proteasome inhibition, GFP fluorescence; response scale: untreated = 0%, 10 µM MG-132 = 100%. AID 526. Potency, µM (titrated, usually from 45.9 µM), for the others: at the top dose activation (GFP accumulation), actives largely listed as activators. 67,000 tested, under 10 active; active = well fitted activation curve with a large enough effect, not every such curve was filed as active; inconclusive = small, poorly fitted or top-dose-only effect, or another doubt; inactive = no such curve, though single readings can be large or run the other way; note: potency is the fitted concentration of half-maximal effect
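Proteasome blockade was scored as a rise in GFP-expressing U2OS cells carrying a ubiquitin(G76V)-GFP construct, imaged after 4 hr compound treatment at 37 °C across a 46 uM–2.9 nM series.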
CRE-bla Fsk: CRE-bla signaling modulation under forskolin stimulation | Potency, µM (top dose mostly 38.2 µM), for the others: at the top dose activity change, negative = inhibition, actives largely listed as activators | 71,000 compounds, 2.5% hits | AID 662 | CHO CRE-bla reporter (cAMP response element driving beta-lactamase), forskolin EC10, beta-lactamase ratio; active = well fitted activation curve with a large enough effect in the signal ratio, with a control signal flat, not every such curve was filed as active; inconclusive = small, poorly fitted or top-dose-only effect, or effect the other way, or a change in a side signal; the % refers to the signal ratio; note: potency is the fitted concentration of half-maximal effect; % of control where 0% means no effect
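CRE-bla CHO cells stimulated with EC10 NKH 477 (water-soluble forskolin) and compound titrations, 3 h at 37C; beta-lactamase read with CCF4 after 2 h at room temperature. Activity from 460/530 nm emission ratio, AC50 values for positive or negative modulation.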
Hsp90 Hop PPI: changes Hsp90-Hop TPR2A binding signal, up or down; Potency, µM (highest dose often 57 µM), for the others: at the top dose activity change, negative = inhibition; 71,000 compounds, 0.44% hits; AlphaScreen TPR2A-His6 binding biotin-Hsp90 C-terminal peptide; active = well fitted curve in either direction with a large enough effect; inconclusive = small, poorly fitted or top-dose-only effect, or another doubt; note: potency is the fitted concentration of half-maximal effect; % is set by controls: 0 for no effect and ±100 for the full control effect; many of its hits are not listed in these tables
ERK AVP block: blocks ERK signaling stimulated by vasopressin; 72,000 compounds, 0.99% hits; Potency, µM (series often up to 57.5 µM), without a hit: at the top dose activity, negative = inhibition, hits mostly inhibitors; HEK293-V1b, vasopressin-stimulated pERK AlphaScreen; note: potency is the fitted concentration of half-maximal effect; % is set by controls: 0 for no effect and ±100 for the full control effect; nearly all actives have a fitted effect of over 55% in size
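HEK293 cells stably expressing V1b receptor, preincubated 30 min at 37 °C with compound, then stimulated 5 min with 25 nM vasopressin. Phospho-ERK by AlphaScreen SureFire after 5 h RT; normalized to DMSO and vasopressin; AC50 by Hill fit.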
Fluorescein fluor: compound fluoresces in the fluorescein spectral region. Compound autofluorescence, 480/540 nm, fluorescein-equivalent; stronger effect = higher value. max fluorescein-equivalent concentration, M. 59,000 compounds, 0.91% hits. AID 593; in the data active = max fluorescein-equivalent concentration above about 10 nM; inconclusive = between about 1.1 nM and that limit
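Spectral profiling of library compounds in the fluorescein window (480 nm excitation, 540 nm emission) after 15 min at room temperature in pH 8.0 Tris (100 mM). Values are dye-equivalent concentrations.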
Numbers without * were called inactive; i = inactive; ? = inconclusive; nt = no result given; & = joins results of further samples; ! = not confirmed by another sample; [ ] = remark or other dose. Unless noted, calls come from the whole dose curve; as a rule, active = well fitted curve in the direction sought with a large enough effect; inconclusive = small, poorly fitted or top-dose-only effect, or another doubt; inactive = no such curve, though single readings can be large; an effect the other way counts as inactive or inconclusive. Some of the compounds tested. The share of hits here may be higher or lower than overall.

entry | Molecule | 4-MU autofl | TexasRed autofl | GFP derepression | HBB splice mod | Luciferase inh | A350 fluor | UbGFP stabilizer | CRE-bla Fsk | Hsp90 Hop PPI | ERK AVP block | Fluorescein fluor
1 | Cc1ccc(S(=O)(=O)O[C@H]2CN3CCC2CC3)cc1 | i | i | 6%[9.22 µM] | -0.6%[9.22 µM] | 4%[11.4 µM] | i | 7%[9.17 µM] | -1%[7.6 µM] | -3%[11 µM] | -28%[11.5 µM] | ?
2 | Cc1ccc2c(c1)CC1(CN2C)C(=O)NC(=O)N(c2cccc(C)c2C)C1=O (configuration not stated) | i | i | 2% | 4.2%[1.84 µM] | -1% | i | 25% | ? | 3% | -13% | ?
3 | Clc1cc(I)cc(Cl)c1NC1=NCCN1 | ? | ? | -1% | -0.1% | -2% | ? | 2% | -12% | -1% | 4% | ?
4 | COc1ccc(C(=O)CN2CCOCC2)cc1F | ? | i | 5%[20.6 µM] | nt | 1%[25.5 µM] | ? | nt | nt | nt | nt | i
5 | CN1CCN(c2ccc3nc(-c4ccc5nc(-c6ccc(O)cc6)[nH]c5c4)[nH]c3c2)CC1 | 1.7e-08M* | i | 4%[9.22 µM] | 2.0%[9.22 µM] | 4µM* | 1.8e-08M* | -2%[9.17 µM] | ? | -4%[11 µM] | 1%[11.5 µM] | i
6 | NC[C@H](CC(=O)O)c1ccc(Cl)cc1 | nt | nt | -1% | nt | 0% | nt | -1% | -3% | -3% | 7% | nt
7 | Nc1c(C(=O)NCc2ccco2)c2nc3ccccc3nc2n1Cc1ccc(F)cc1 | 6.4e-07M* | i | 3%[20.6 µM] | nt | 1%[25.5 µM] | 7.3e-07M* | nt | nt | nt | nt | i
8 | CC1CCN2c3nc4ccccn4c(=O)c3CC3(C(=O)N(C)C(=O)N(C)C3=O)C2C1 (configuration not stated) | 4.2e-08M* | ? | 2% | 1.3%[57.5 µM] | 1% | 5.4e-08M* | -3% | -3% | 2% | -9% | ?
9 | Cc1cccnc1-n1c(-c2ccco2)nc2ccccc2c1=O | nt | nt | 2% | 0.0% | 4% | nt | -4% | 5% | -7% | -6% | nt
10 | CN(C)C(=O)Oc1cc(OC(=O)N(C)C)cc([C@@H](O)CNC(C)(C)C)c1 | i | i | 2%[20.6 µM] | -0.5%[20.6 µM] | 0%[25.5 µM] | i | 9%[20.5 µM] | 2%[17.1 µM] | -1%[26 µM] | 4%[25.7 µM] | i
11 | C=C(C)[C@H]1[C@H]2OC(=O)[C@@H]1[C@]1(O)C[C@H]3O[C@]34C(=O)O[C@H]2[C@]14C | i | i | -2%[9.22 µM] | nt | 1%[11.4 µM] | i | 5% | -9% | ? | nt | i
12 | COc1ccc(-c2nc(CS(=O)CC(=O)N3CCC4(CC3)OCCO4)c(C)o2)cc1 (configuration not stated) | i | i | -2% | -2.4% | -1% | i | 13% | ? | 1% | 22% | i
13 | CCCCn1c(=O)c(C(=O)Nc2ccccc2S(N)(=O)=O)c(O)c2ccccc21 | ? | i | -3% | ? | -1% | ? | -6% | ? | -6% | -11% | i
14 | CC(N)C(=O)c1ccco1 (configuration not stated) | ? | i | 0% | 0.1% | 2% | ? | -3% | -1% | 1% | -11% | i
15 | C[N+]12CCC(CC1)C(C#N)(N1CCOCC1)C2 (configuration not stated) | i | i | 15% | 8.4%[0.369 µM] | 2% | i | -5% | ? | -2% | -12% | ?
16 | CCCCCCC(C)(C)c1ccc([C@@H]2C[C@H](O)CC[C@H]2CCCO)c(O)c1 | i | i | -1% | -0.8% | -1% | i | 5% | 16% | -6% | nt | ?
17 | Nc1c(C(=O)NCCc2ccccc2)c2nc3ccccc3nc2n1CCN1CCOCC1 | 1.4e-07M* | i | -2% | 0.0%[57.5 µM] | -1% | 1.8e-07M* | 0% | ? | ? | -17% | ?
18 | CCCCc1ccc2[nH]cc(CCN)c2c1 | i | i | 2% | -0.7%[57.5 µM] | 3% | i | -2% | ? | -4% | -5% | i
19 | c1ccc2c(c1)Sc1ccccc1N2C[C@H]1CN2CCC1CC2 | i | i | 6%[9.22 µM] | 2.3%[9.22 µM] | 3%[11.4 µM] | i | -1%[9.17 µM] | -5%[7.6 µM] | 1%[11 µM] | -2%[11.5 µM] | i
20 | NCCc1c[nH]c2ccc(C(N)=O)cc12 | i | ? | 2%&-1% | -0.2% | 0%&-1% | i | 0%&-4% | ? | -4%&-4% | 14%&-15% | i
21 | O=C1C=CC(=O)c2c1ccc1c2ccc2ccccc21 | 2e-08M* | i | -1%[20.6 µM] | 0.7%[20.6 µM] | 4%[25.5 µM] | 1.9e-08M* | 7%[20.5 µM] | 5%[17.1 µM] | -27%[26 µM] | 13µM* | ?
22 | CC(C)(C)C(O)C(Oc1ccc(Cl)cc1)n1cncn1 (configuration not stated) | ? | i | 3% | -2.6%[0.369 µM] | 0% | ? | -2% | -14% | -3% | -1% | i
23 | CC1=C[C@@H]2c3cccc4[nH]cc(c34)C[C@H]2N(C)C1 | 1.1e-08M* | i | -2% | 1.1% | -2% | ? | 3% | -12% | -23% | nt | 5.9e-08M*
24 | CC(=NCCCO)c1c(O)n(Cc2ccccc2)c(=O)[nH]c1=O | ? | i | 2% | 3.8%[0.369 µM] | -2% | ? | nt | 6% | -2% | -14% | ?
25 | O[C@@H]1[C@H](O)[C@H]2[C@@H](O)CCN2C[C@@H]1O | nt | nt | 0% | nt | -3% | nt | 5% | ? | -1% | 9% | nt
26 | CCCC(C)C(=O)NC1CCSC1=O (configuration not stated) | nt | nt | -2% | -2.6%[0.0738 µM] | 1% | nt | ? | ? | -3%[11 µM] | -16% | nt
27 | COc1ccccc1-n1c(-c2ccoc2)nc2ccccc2c1=O | i | i | 0% | 6.1% | 1% | i | -4% | 8% | ? | ? | i
28 | CCOCCCNC(=O)CN1C2CCC1CC(O)(c1ccc(OC)cc1)C2 (configuration not stated) | i | ? | 0% | nt | -1% | i | -5% | 1% | -1% | -8% | i
29 | CCCN1C[C@H](C)N([C@H](c2ccc(C(=O)N(CC)CC)cc2)c2cccc(OC)c2)C[C@H]1C | nt | nt | 0% | nt | -2% | nt | 1% | -18% | -3% | 3% | nt
30 | COc1cc([C@@H](O)CN)ccc1O | i | i | 3% | 2.3% | 0% | i | 0% | -4% | -9% | 10% | ?
31 | CCOC(=O)Cc1[nH]nc2c1C(c1ccoc1)C(C#N)=C(N)O2 (configuration not stated) | i | i | 4% | -0.2% | -1% | i | 3% | 9% | -4% | ? | i
32 | CCN1C[C@@]2(COC(=O)c3ccccc3N3C(=O)C[C@H](C)C3=O)CC[C@H](OC)[C@@]34[C@@H]5CC6[C@@H](OC)C[C@@](O)([C@H]5[C@H]6OC)C(O)([C@@H]13)[C@@H](OC)[C@H]24 | i | i | -5%[9.22 µM] | nt | 3%[11.4 µM] | i | -3% | -1% | -4% | nt | i
33 | O=c1c2ccccc2nc(-c2ccco2)n1-c1ccc(Br)cn1 | i | i | -2% | nt | -2% | i | -5% | ? | -2% | -18% | i
34 | CC12CNCC(C)(CNC1)C2O (configuration not stated) | nt | nt | -4% | -0.1% | -7% | nt | 4% | 0% | -5% | 4% | nt
35 | CC(=O)Nc1ccc(OC(=O)c2ccccc2N)cc1 | nt | nt | 2% | 0.6% | -12% | nt | -3% | -6% | -1% | 3% | nt
36 | COc1cc2c(cc1OC)[C@]13CCN4CC5=CCO[C@@H]6CC(=O)N2[C@@H]1[C@H]6[C@@H]5C[C@H]43 | i | i | 2%[9.22 µM] | nt | 0%[11.4 µM] | i | -1% | 10% | -7% | nt | ?
37 | Cc1ccc(P(=S)(c2ccc(C)o2)N2CCOCC2)o1 | i | i | 2% | 0.4%[57.5 µM] | -1% | i | 0% | 0% | 0% | -3% | i
38 | OC(COCc1ccc(Cl)cc1)CN1CC=C(c2ccccc2)CC1 (configuration not stated) | i | ? | -2% | 1.3% | 1% | ? | 1% | ? | 0% | 0% | i
39 | CCOc1ccc(-c2cc(C(=O)N3CCC4(CC3)OCCO4)c3ccccc3n2)cc1 | 1.7e-07M* | i | 0% | 2.0% | 0.63µM* | 1.7e-07M* | 0% | -1% | 0% | -9% | i
40 | CCCSc1ccc2nc(NC(=O)OC)[nH]c2c1 | 8.4e-08M*! | ? | 8%&0%[20.6 µM] | 0.4%[20.6 µM] | -27%&-21%[25.5 µM] | 9.5e-08M*! | 13%[20.5 µM] | 7.9µM* | -7%[26 µM] | 12% | ?
41 | CC12CN3CC(C)(CN(C1)P3(=O)Oc1ccccc1)C2=O (configuration not stated) | nt | nt | 4% | 1.9% | 2% | nt | 9% | 2% | -7% | ? | nt
42 | CC12CN3CC(C)(CN(C1)C3c1cccs1)C2 (configuration not stated) | i | ? | 2% | -4.1%[0.369 µM] | -4% | ? | -6% | 6% | -3% | 6% | i
